EP2 antag – blocks the human prostaglandin E2 receptor EP2. 260,000 tested, 0.52% active. P43116. inhibition, % at 25 µM. C6 glioma cells expressing human EP2, cAMP TR-FRET; cells stimulated with saturating PGE2;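 active = percent inhibition above 40 after rounding to a whole number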;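 also: rat C6 glioma host cells with rolipram phosphodiesterase inhibitor present; the protocol text gives 20 µM as final concentration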
S1P4 agonist – human S1P4 receptor agonism; O95977; S1P4-expressing cell line, agonist reporter assay; activation, % at 4.98 µM; 220,000 tested, 0.35% active; AID 1509; in the data active = activation above about 11%;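 also: 0% = DMSO vehicle and 100% = reference agonist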
NPY2 pot ag – potentiates or activates human NPY-Y2 receptor. 220,000 tested, 0.45% active. activation, % at 3.6 µM. P49146. cells expressing NPY-Y2, potentiator/agonist read-out; in the data active = activation above about 27%;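 also: cells stimulated with NPY near EC25 plus isoproterenol at EC100; 0% = vehicle plus submaximal agonist and 100% = vehicle plus saturating agonist; some results beyond the cut were filed as inactive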
NPY Y1 blocker – antagonists of human neuropeptide Y receptor Y1 | P25929 | HEK293-CNG Y1 cells, membrane potential fluorescence; NPY at EC95, then isoproterenol | inhibition, % at 3.6 µM | 200,000 tested, 1% active | AID 1040;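 active = inhibition above the campaign mean inhibition of all tested compounds plus 3 SD, cut at about 20% in these data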;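 also: 0% = DMSO wells given NPY plus isoproterenol and 100% = isoproterenol alone without NPY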
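Assay system: HEK293 Y1/CNG channel cell line; Doses: single compound dose of 3.6 µM, 0.4% DMSO; Timing: dye 3 h, compound 60 min room temperature, stimulation 45 min; Technique: Membrane-potential fluorescent dye readout; Measure: % inhibition of NPY effect.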
p97 inhibitor – blocks human p97 ATPase activity; recombinant p97 ATPase, Kinase-Glo ATP luminescence, 3 h; inhibition, % at 8 µM; 220,000 tested, 0.42% active; in the data active = inhibition above about 15%;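 also: 0% = DMSO vehicle and 100% = wells lacking enzyme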
Target sequence (P55072 whole entry, looked up): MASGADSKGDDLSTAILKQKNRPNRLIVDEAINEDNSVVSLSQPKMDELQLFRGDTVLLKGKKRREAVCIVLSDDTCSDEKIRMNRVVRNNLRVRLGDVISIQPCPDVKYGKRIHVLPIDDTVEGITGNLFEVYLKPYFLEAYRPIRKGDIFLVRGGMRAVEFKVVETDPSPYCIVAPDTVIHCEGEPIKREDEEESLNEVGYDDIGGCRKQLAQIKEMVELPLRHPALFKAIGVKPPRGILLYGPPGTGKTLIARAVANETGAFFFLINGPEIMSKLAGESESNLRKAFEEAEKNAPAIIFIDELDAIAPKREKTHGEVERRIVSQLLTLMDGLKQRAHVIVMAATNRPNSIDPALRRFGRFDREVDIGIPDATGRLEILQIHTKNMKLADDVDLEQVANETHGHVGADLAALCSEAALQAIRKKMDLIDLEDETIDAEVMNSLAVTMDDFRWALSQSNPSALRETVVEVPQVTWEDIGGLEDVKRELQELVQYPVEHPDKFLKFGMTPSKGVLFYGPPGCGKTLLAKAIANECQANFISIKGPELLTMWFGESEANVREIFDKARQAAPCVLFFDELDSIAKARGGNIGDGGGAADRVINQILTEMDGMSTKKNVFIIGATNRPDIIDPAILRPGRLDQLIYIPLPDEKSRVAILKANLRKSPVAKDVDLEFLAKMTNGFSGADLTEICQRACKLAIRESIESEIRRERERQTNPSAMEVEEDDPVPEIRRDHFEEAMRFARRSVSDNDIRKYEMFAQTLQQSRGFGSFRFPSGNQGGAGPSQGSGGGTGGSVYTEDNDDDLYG
S1P4 antagonist – antagonists of human S1P4 receptor | S1P4-expressing cells, antagonist mode, reporter read-out | inhibition, % at 4.98 µM | O95977 | 220,000 tested, 0.26% active; in the data active = inhibition above about 29%;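 also: 0% = wells stimulated with agonist and 100% = vehicle wells without agonist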
eIF4E-4G inh – blocks eIF4E binding to eIF4G; P63073+Q04637; TR-FRET eIF4E-eIF4GI(517-606) binding, 2 h; inhibition, % at 21.7 µM; 220,000 tested, 0.37% active; AID 782;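 active = inhibition above about 30%, limit read from the data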;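 also: 0% = full FRET control wells and 100% = background wells lacking eIF4GI fragment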
NPY1 pot ag – human NPY-Y1 potentiation or agonism, primary screen; P25929; NPY-Y1 expressing cells, potentiator/agonist activation; activation, % at 3.6 µM; 220,000 tested, 0.37% active; AID 1304; in the data active = activation above about 33%, passing the limit was not always enough;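 also: cells stimulated with NPY at EC10 then isoproterenol at EC100; 0% = low agonist plus stimulus and 100% = saturating agonist plus stimulus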
EP2 modulator – modulates human prostaglandin E2 receptor EP2 signaling; P43116; EP2-expressing cells, cAMP HTRF FRET, PGE2 co-stimulation; induction, % at 25 µM; 260,000 tested, 0.83% active;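 active = compounds whose cAMP rise, as percent of the full-agonist control response, exceeds 60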;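 also: rat C6 glioma line stably carrying human EP2 under a CMV promoter; the protocol text gives 20 µM as final concentration; 100% = response of wells given 1 µM PGE2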
* hit, by the source's call; & = joins results of further samples; [ ] = dose if it differs, or a comment.

A first look, two compounds:
What do the screens show for `COC(=O)c1cc(Br)c(=O)n(CCN(C(C)C)C(C)C)c1`?
EP2 antag: 11; S1P4 agonist: 0.6; NPY2 pot ag: 18; NPY Y1 blocker: 3; p97 inhibitor: 5; S1P4 antagonist: 2; eIF4E-4G inh: -11; NPY1 pot ag: -2; EP2 modulator: 20

Results for O=C(Nc1cccc(O)c1)c1noc2c1CCCCC2 ?
EP2 antag: -7; S1P4 agonist: 1.6; NPY2 pot ag: -10; NPY Y1 blocker: 7; p97 inhibitor: -13; S1P4 antagonist: -10; eIF4E-4G inh: 4[fluorescence artefact?]; NPY1 pot ag: 3; EP2 modulator: 2

All compounds of this part, from the first entry:
What do the screens show for `COC(=O)c1cc(Br)c(=O)n(CCN(C(C)C)C(C)C)c1`?
EP2 antag: 11; S1P4 agonist: 0.6; NPY2 pot ag: 18; NPY Y1 blocker: 3; p97 inhibitor: 5; S1P4 antagonist: 2; eIF4E-4G inh: -11; NPY1 pot ag: -2; EP2 modulator: 20

Results for O=C(Nc1cccc(O)c1)c1noc2c1CCCCC2 ?
EP2 antag: -7; S1P4 agonist: 1.6; NPY2 pot ag: -10; NPY Y1 blocker: 7; p97 inhibitor: -13; S1P4 antagonist: -10; eIF4E-4G inh: 4[fluorescence artefact?]; NPY1 pot ag: 3; EP2 modulator: 2

Results for COc1ccc(C(=O)Nc2nc3nc(-c4ccccc4)cc(=O)n3[nH]2)cc1 ?
EP2 antag: 11; S1P4 agonist: 0.5; NPY2 pot ag: -15; NPY Y1 blocker: 4; p97 inhibitor: 1; S1P4 antagonist: -5; eIF4E-4G inh: 4; NPY1 pot ag: 2; EP2 modulator: 23

How did Cc1ccc(NC(=O)c2cccc(C(=O)OC(C)C)n2)c(Br)c1 do in these assays?
EP2 antag: 7; S1P4 agonist: 2.6; NPY2 pot ag: 1; NPY Y1 blocker: 3; p97 inhibitor: 1; S1P4 antagonist: -2; eIF4E-4G inh: 2; NPY1 pot ag: -13; EP2 modulator: 62*

Results for CCc1ccc(NC(=O)C(C)OC(=O)c2cccc(S(=O)(=O)N3CCc4ccccc4C3)c2)cc1 (configuration not stated) ?
EP2 antag: 12; S1P4 agonist: -1.8; NPY2 pot ag: 4; NPY Y1 blocker: 5; p97 inhibitor: 3; S1P4 antagonist: -13; eIF4E-4G inh: -3[fluorescence artefact?]; NPY1 pot ag: -7; EP2 modulator: 17

How did O=C(Nc1ccc(-c2cnco2)cc1)c1ccc(F)cc1F do in these assays?
EP2 antag: 7; S1P4 agonist: -0.2; NPY2 pot ag: -9; p97 inhibitor: 6; S1P4 antagonist: 11; eIF4E-4G inh: 1; NPY1 pot ag: 7; EP2 modulator: -30

Results for O=C1C2C3C=CC(C3)C2C(=O)N1Nc1c(Cl)cc(Cl)cc1Cl (configuration not stated) ?
EP2 antag: 10; S1P4 agonist: -1.4; NPY2 pot ag: -7; NPY Y1 blocker: -1; p97 inhibitor: -6; S1P4 antagonist: -9; eIF4E-4G inh: 0; NPY1 pot ag: -1; EP2 modulator: -10

Results for COc1ccc(Cl)cc1NC(=O)C1COc2ccccc2O1 (configuration not stated) ?
EP2 antag: 4; S1P4 agonist: -1.1; NPY2 pot ag: -29; NPY Y1 blocker: 20; p97 inhibitor: 0; S1P4 antagonist: -1; eIF4E-4G inh: 1; NPY1 pot ag: -33; EP2 modulator: 49

How did Cc1cc(C(=O)CSc2nnc(-c3ccccc3)o2)c(C)n1CC1COc2ccccc2O1 (configuration not stated) do in these assays?
EP2 antag: 2; S1P4 agonist: -1.1; NPY2 pot ag: -20; NPY Y1 blocker: 4; p97 inhibitor: 0; S1P4 antagonist: -11; eIF4E-4G inh: 2; NPY1 pot ag: 4; EP2 modulator: 27

Results for O=C1c2ccccc2C(=O)N1Cc1nc2ccccc2c(=O)n1CCN1CCOCC1 ?
EP2 antag: 8; S1P4 agonist: -0.1; NPY2 pot ag: 10; NPY Y1 blocker: 2; p97 inhibitor: 4; S1P4 antagonist: 2; NPY1 pot ag: -6

How did O=C(/C=C/c1ccccc1)N(Cc1ccc(Cl)cc1)C1CCS(=O)(=O)C1 (configuration not stated) do in these assays?
EP2 antag: 6; S1P4 agonist: -0.5; NPY2 pot ag: -23; p97 inhibitor: -10; S1P4 antagonist: -6; eIF4E-4G inh: 3; NPY1 pot ag: 6; EP2 modulator: -12

How did C=CCNS(=O)(=O)c1nc(C)c(Cl)c(C)c1C#N do in these assays?
EP2 antag: 2; S1P4 agonist: 1.6; NPY2 pot ag: 9; NPY Y1 blocker: -4; p97 inhibitor: 0; S1P4 antagonist: -11; eIF4E-4G inh: -1; NPY1 pot ag: 16; EP2 modulator: 12

What do the screens show for `NC(=O)c1ccc(NC(=O)COC(=O)CCSc2ccccc2)cc1`?
EP2 antag: 14; S1P4 agonist: 1.7; NPY2 pot ag: 1; p97 inhibitor: 10; S1P4 antagonist: -4; eIF4E-4G inh: -1; NPY1 pot ag: -17; EP2 modulator: -20

How did Cc1nn(C)cc1CNC(=O)CCC(=O)O do in these assays?
EP2 antag: 9; S1P4 agonist: 2.0; NPY2 pot ag: 8; NPY Y1 blocker: 0; p97 inhibitor: 6; S1P4 antagonist: -14; eIF4E-4G inh: 1[fluorescence artefact?]; NPY1 pot ag: 8; EP2 modulator: 34

What do the screens show for `COc1ccc(Br)cc1C(=O)Nc1ccccc1N1CCN(C(=O)c2ccccc2)CC1`?
EP2 antag: 7; S1P4 agonist: -0.4; NPY2 pot ag: 20; NPY Y1 blocker: 2; p97 inhibitor: 1; S1P4 antagonist: 4; eIF4E-4G inh: -1; NPY1 pot ag: 17; EP2 modulator: 22

Results for COc1cc(/C=C(/NC(=O)c2ccc(Cl)cc2Cl)C(=O)O)cc(OC)c1OC ?
EP2 antag: 8; S1P4 agonist: -1.6; NPY2 pot ag: -1; NPY Y1 blocker: 4; p97 inhibitor: 5; S1P4 antagonist: -5; eIF4E-4G inh: -2; NPY1 pot ag: -7; EP2 modulator: 20

How did CC(C)c1ccc(NC(=O)COc2nnc(-c3cccs3)c(-c3cccs3)n2)cc1 do in these assays?
EP2 antag: 8; S1P4 agonist: 0.6; NPY2 pot ag: -4; NPY Y1 blocker: -1; p97 inhibitor: 3; S1P4 antagonist: -56; eIF4E-4G inh: -56; NPY1 pot ag: 6; EP2 modulator: 7

What do the screens show for `COC(=S)Nc1cccc(C(F)(F)F)c1`?
EP2 antag: 13; S1P4 agonist: -0.9; NPY2 pot ag: -14; p97 inhibitor: 11; S1P4 antagonist: 2; eIF4E-4G inh: 2; NPY1 pot ag: -17; EP2 modulator: -16

What do the screens show for `O=C(NCc1ccco1)c1ccc(S(=O)(=O)c2cccc(S(=O)(=O)N3CCOCC3)c2)cc1`?
EP2 antag: 6; S1P4 agonist: -0.8; NPY2 pot ag: 6; NPY Y1 blocker: -4; p97 inhibitor: 6; S1P4 antagonist: -12; eIF4E-4G inh: -2; NPY1 pot ag: 28; EP2 modulator: -16

How did COc1cc(OC)c(NC(=S)Nc2cc(Cl)cc(Cl)c2)cc1Cl do in these assays?
EP2 antag: 8; S1P4 agonist: 0.3; NPY2 pot ag: 10; NPY Y1 blocker: 0; p97 inhibitor: 2; S1P4 antagonist: -8; eIF4E-4G inh: -8; NPY1 pot ag: -29; EP2 modulator: -14

Results for COc1ccc(N2C(S)=C(C#N)C(=O)NC23CCCCC3)cc1 ?
EP2 antag: 9; S1P4 agonist: -1.1; NPY2 pot ag: 5; NPY Y1 blocker: -3; p97 inhibitor: 0; S1P4 antagonist: 4; eIF4E-4G inh: 1; NPY1 pot ag: -1; EP2 modulator: 20

Results for COc1ccc(C2CC(c3cccs3)=NN2C(=O)CSc2nnnn2C)cc1OC (configuration not stated) ?
EP2 antag: 10; S1P4 agonist: -2.3; NPY2 pot ag: -17; NPY Y1 blocker: -4; p97 inhibitor: -6; S1P4 antagonist: -27; eIF4E-4G inh: 6; NPY1 pot ag: -15; EP2 modulator: 0

What do the screens show for `Cc1c(NC(=O)CSc2nnnn2-c2ccc(F)cc2)c(=O)n(-c2ccccc2)n1C`?
EP2 antag: 8; S1P4 agonist: 1.1; NPY2 pot ag: 4; NPY Y1 blocker: -1; p97 inhibitor: 1; S1P4 antagonist: -15; eIF4E-4G inh: 1; NPY1 pot ag: 1; EP2 modulator: 21

How did CC(O)C(C(=O)OCc1ccc([N+](=O)[O-])cc1)N1C(=O)c2ccccc2C1=O (configuration not stated) do in these assays?
EP2 antag: 8; S1P4 agonist: 0.2; NPY2 pot ag: 14; NPY Y1 blocker: -4; p97 inhibitor: 8; S1P4 antagonist: -25; eIF4E-4G inh: 1; NPY1 pot ag: -5; EP2 modulator: 17

Results for COc1ccccc1NC(=O)c1cnc2n(c1=O)CCS2 ?
EP2 antag: 5; S1P4 agonist: 3.4; NPY2 pot ag: 1; NPY Y1 blocker: 3; p97 inhibitor: 1; S1P4 antagonist: -20; eIF4E-4G inh: 5; NPY1 pot ag: -3; EP2 modulator: -6

How did CC(=O)c1ccc(NC(=O)/C(Cl)=C/c2ccccc2)cc1 do in these assays?
EP2 antag: 3; S1P4 agonist: 3.3; NPY2 pot ag: 0; NPY Y1 blocker: -3; p97 inhibitor: 0; S1P4 antagonist: -7; eIF4E-4G inh: 1; NPY1 pot ag: 8; EP2 modulator: -25

How did COc1cccc(-c2noc(C3CCCN(C(=O)Cc4ccccc4)C3)n2)c1 (configuration not stated) do in these assays?
EP2 antag: 0; S1P4 agonist: -0.6; NPY2 pot ag: -15; NPY Y1 blocker: 16; p97 inhibitor: -10; S1P4 antagonist: -5; eIF4E-4G inh: 3; NPY1 pot ag: -11; EP2 modulator: -18

How did COc1ccc2[nH]cc(CCCN3C(=O)c4ccccc4C3=O)c2c1 do in these assays?
EP2 antag: 8; S1P4 agonist: 0.8; NPY2 pot ag: 5; NPY Y1 blocker: 2; p97 inhibitor: -3; S1P4 antagonist: 5; eIF4E-4G inh: 1; NPY1 pot ag: 0; EP2 modulator: 21

Results for Cc1ccc(S(=O)(=O)N(C)c2ccc(NS(C)(=O)=O)cc2)cc1 ?
EP2 antag: 12; S1P4 agonist: 2.3; NPY2 pot ag: 0; NPY Y1 blocker: 7; p97 inhibitor: 0; S1P4 antagonist: -16; eIF4E-4G inh: 2; NPY1 pot ag: -9; EP2 modulator: -3

How did Cc1cc(Cl)cc2c1NC(=O)[C@]21[C@@H]2C(=O)N(Cc3ccccc3)C(=O)[C@@H]2[C@@H]2CCCN21 do in these assays?
EP2 antag: 3; S1P4 agonist: -1.1; NPY2 pot ag: 2; NPY Y1 blocker: -5; p97 inhibitor: 0; S1P4 antagonist: -17; eIF4E-4G inh: 4&2[fluorescence artefact?]; NPY1 pot ag: 20; EP2 modulator: 7&-5

What do the screens show for `CN(Cc1cccnc1)C(=O)CC1C(=O)NCCN1CC(c1ccccc1)c1ccccc1` (configuration not stated)?
EP2 antag: 10; S1P4 agonist: 1.2; NPY2 pot ag: 3; NPY Y1 blocker: 1; p97 inhibitor: 8; S1P4 antagonist: -11; eIF4E-4G inh: -2; NPY1 pot ag: 13; EP2 modulator: -19

Results for COC(=O)c1[nH]c2cc(OC)ccc2c1NC(=O)CCN1CCN(c2cccc(C)c2C)CC1 ?
EP2 antag: 11; S1P4 agonist: -3.4; NPY2 pot ag: 8; NPY Y1 blocker: -7; p97 inhibitor: 2; S1P4 antagonist: -12; eIF4E-4G inh: 6[fluorescence artefact?]; NPY1 pot ag: 17; EP2 modulator: -8

Not all compounds are listed (hit frequency here may not be typical).
